Source: PubChem
MC4R antagonist: MC4R antagonists of cAMP signaling, primary screen, cell-based, TR-FRET, antagonist arm of biased-ligand search | Melanocortin receptor 4 (Homo sapiens), P32245 | MC4R-expressing cells, MTII-stimulated cAMP, LANCE TR-FRET | inhibition, % at 6.5 µM | 360,000 compounds, 0.48% hits;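 active means inhibition above its plate's cutoff, the mean of tested wells on that plate plus 3 SD, cut at about 29% in these data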;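 further: 0% = Melanotan II alone and 100% = Melanotan II plus saturating MCL0020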
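Material: human MC4R-expressing U2OS cells. Probe or stimulus: Melanotan II challenge. Dosing: 6.5 µM single dose. Times: 30-min compound, 1-h challenge, 1-h detection, room temperature. Technique: TR-FRET with Eu-cAMP and labeled anti-cAMP, 671 nm. Replication: singlicate.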
MC4R barr agon: MC4R agonists recruiting beta-arrestin, primary screen, cell-based, luminescence, agonist arm of biased-ligand search. 360,000 compounds, 0.98% hits. U2OS MC4R beta-arrestin complementation; percent of melanotan II response, DMSO zero. activation, % at 8.9 µM;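 active means activation above a per-plate cutoff, the mean activation of sample wells on that plate plus 3 SD, cut at about 8% in these data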
CaV13 ICDI inh: Primary screen for inhibitors of IQ motif and Ca2+-dependent inactivation inhibitor domain binding in CACNA1D, Förster resonance energy transfer in living cells, …. HEK cells, CFP/YFP FRET ICDI-IQ, plate reader, 10 min; percent FRET-ratio fall versus neutral wells. inhibition, % at 12.3 µM. 340,000 compounds, 0.098% hits;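 active means mean replicate inhibition of at least 30% and at least 1% of replicates passing that level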;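 further: 0% = median of the neutral control wells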
m5-HT2A agonist: mouse Htr2a agonists via beta-arrestin recruitment, primary screen, cell-based, luminescence; CHO-K1 mHTR2A beta-arrestin complementation; percent of 30 µM serotonin response; activation, % at 7.6 µM; 5-hydroxytryptamine receptor 2A (Mus musculus), P35363; AID 624169, 2012; 360,000 compounds, 0.66% hits;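 active means activation above a run cutoff, the mean activation of all tested compounds plus 3 SD, cut at about 14% in these data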;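 further: 0% = plate median of compound wells and 100% = 30 µM serotonin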
Vif inh: HIV Vif self-association inhibitors, primary screen, imaging, HEK293T, single point; HEK293T cells, Vif self-association by quenched fluorescence, 24 h; inhibition, % at 7.49 µM; 340,000 compounds, 0.35% hits; AID 602346, 2012; in the data active means inhibition above about 50%, passing the limit was not always enough; further: some results filed as inactive read as strong as hits
aDG glyco act: activators of alpha-DG glycosylation, primary screen, uHTS, Pro5-aDG cells, AlphaScreen; activation, % at 10 µM; 360,000 compounds, 0.22% hits; alpha-DG glycosylation AlphaScreen (IIH6); 0% Pro5, 100% B10-LARGE cell signal;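 active means activation of at least 8% versus controls, or a plate z-score of at least 8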;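 further: Pro5 are CHO cells carrying HIG-tagged alpha-DG that lacks glycosylation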
PDI turbidity: inhibitors of human PDI, primary screen, biochemical, turbidity, single point, plate reader; PDI insulin aggregation turbidity, A650, 90 min; inhibition, % at 10 µM; 350,000 compounds, 0.052% hits; AID 588391, 2011;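 active means mean inhibition across replicates of 30% or more, whatever share of single replicates reach that level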;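 further: absorbance from insulin aggregation driven by PDI reduction with DTT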
ABCB6 inh 2: ABCB6 transporter inhibitors, primary screen, K562-ABCB6 cells, flow cytometry, MLPCN library; K562-ABCB6 porphyrin accumulation, 1 h; stronger effect = lower value; ATP-binding cassette sub-family B member 6 (Homo sapiens), Q9NP58; AID 602162, 2011; 360,000 compounds, 0.19% hits; fluorescence ratio to DMSO, % at 10 µM;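 active means fluorescence ratio to DMSO below 75%, the collection mean minus 3 SD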;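 further: signal is porphyrin accumulated inside mitochondria; 100% equals median channel fluorescence of DMSO control wells; lower ratio means ABCB6 inhibition with less porphyrin fluorescence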
Target sequence (Q9NP58 whole entry, looked up): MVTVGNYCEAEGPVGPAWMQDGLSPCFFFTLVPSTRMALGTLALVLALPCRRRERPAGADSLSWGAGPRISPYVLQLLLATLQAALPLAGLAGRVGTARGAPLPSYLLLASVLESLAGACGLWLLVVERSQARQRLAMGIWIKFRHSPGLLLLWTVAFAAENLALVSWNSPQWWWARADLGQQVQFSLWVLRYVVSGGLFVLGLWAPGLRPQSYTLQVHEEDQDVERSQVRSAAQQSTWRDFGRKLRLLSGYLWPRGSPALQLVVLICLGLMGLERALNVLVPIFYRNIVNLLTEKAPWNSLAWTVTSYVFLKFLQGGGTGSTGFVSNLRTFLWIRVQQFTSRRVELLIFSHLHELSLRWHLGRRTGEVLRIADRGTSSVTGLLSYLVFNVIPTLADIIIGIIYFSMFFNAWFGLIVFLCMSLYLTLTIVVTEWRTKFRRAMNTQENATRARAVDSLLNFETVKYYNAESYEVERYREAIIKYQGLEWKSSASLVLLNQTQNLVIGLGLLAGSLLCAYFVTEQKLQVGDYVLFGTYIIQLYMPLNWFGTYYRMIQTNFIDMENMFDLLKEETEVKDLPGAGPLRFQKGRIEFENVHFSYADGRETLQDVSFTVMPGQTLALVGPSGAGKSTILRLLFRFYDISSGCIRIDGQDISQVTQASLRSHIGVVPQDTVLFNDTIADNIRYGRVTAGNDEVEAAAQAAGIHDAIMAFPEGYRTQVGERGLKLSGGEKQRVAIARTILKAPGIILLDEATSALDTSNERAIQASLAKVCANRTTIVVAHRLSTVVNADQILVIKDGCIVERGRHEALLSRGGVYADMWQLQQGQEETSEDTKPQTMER
Glyco luc inh: increase of ERlucT glycosylation luciferase signal, primary screen, N-linked glycosylation inhibitor project, D54 ERlucT cells, luminescence, set 2 | reporter increase, % at 12.5 µM | AID 588692, 2011 | D54 ERlucT glycosylation luciferase reporter, 24 h; percent of 100 nM tunicamycin response | 360,000 compounds, 0.23% hits;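 active means mean luciferase reporter signal, scaled so untreated is 0 and the glycosylation-blocking control 100, at or above a set limit in every replicate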;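 further: luciferase carries N-glycosylation sites so blocking glycosylation raises the light; 0% = median of neutral control wells and 100% = median of 100 nM tunicamycin wells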
Cardio protect: cardioprotection against H2O2-induced cell death, primary screen, uHTS, H9c2 cells, ATPLite luminescence; AID 588492, 2011; protection from H2O2 cell death, % at 20 µM; 360,000 compounds, 0.63% hits; H9c2 cardiomyocytes, H2O2 injury protection, 2 h;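 active means compounds giving at least 50% protection of heart cells from peroxide-induced death in the single-dose screen, raw or plate-pattern-corrected value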;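 further: 0% = DMSO wells with peroxide and 100% = DMSO wells without peroxide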
* hit, by the source's call; x = not tested or not shown.

1: Cc1cc(S(=O)(=O)N2CCCC2)ccc1OCC(=O)NCc1ccccn1
2: NS(=O)(=O)c1ccc(-c2ccc(C=NC3CCS(=O)(=O)C3)o2)cc1 (centres undefined)
3: COc1ccc(-n2c(SCC(=O)Nc3cc(C)on3)nc3c(c2=O)SC(C)C3)cc1 (centres undefined)
4: COC(=O)c1cccc(NC(=O)c2cnccn2)c1
5: Cn1c(NCc2ccccc2)nc2c1c(=O)n(Cc1ccccc1)c(=O)n2C
6: NC1=NN(c2ccccc2)C(=O)C1

Assay by compound	1	2	3	4	5	6
MC4R antagonist	7	9	4	4	5	8
MC4R barr agon	-1.1	-3.2	1.1	0.2	-1.7	-0.9
CaV13 ICDI inh	-5	-9	-12	-3	-7	-5
m5-HT2A agonist	-9	0	13	10	-1	-2
Vif inh	7	-4	10	-5	1	-5
aDG glyco act	-0.1	-0.2	-0.1	0.0	0.0	-0.1
PDI turbidity	-5	13	0	-1	-10	-3
ABCB6 inh 2	85	104	99	101	101	101
Glyco luc inh	5	1	2	2	-2	0
Cardio protect	-2	2	-2	6	12	2

7: Cc1ccn2c(/C=N/OCc3cccc(F)c3)c(-c3ccc(Cl)cc3)nc2c1
8: Cc1c(C)c2ccc(OCC(=O)NCCN3CCOCC3)cc2oc1=O
9: CCOC1=NS(=O)(=O)c2ccccc21
10: O=C(c1cccc(NS(=O)(=O)c2cccc(F)c2)c1)N1CCN(c2ccccc2)CC1
11: COc1cc(C)ccc1OCC(=O)OCC(=O)c1cc(C)n(CC2CCCO2)c1C (centres undefined)
12: O=C(NCCCN1CCN(CCCNC(=O)c2ccc(F)cc2)CC1)c1ccc(F)cc1

Assay by compound	7	8	9	10	11	12
MC4R antagonist	4	-1	3	12	11	6
MC4R barr agon	0.2	-4.3	-1.8	0.2	-3.1	0.2
CaV13 ICDI inh	x	-7	-2	-3	-3	-3
m5-HT2A agonist	-4	3	-2	-5	-3	-2
Vif inh	2	5	3	-12	-7	2
aDG glyco act	-0.1	0.2	-0.2	0.2	0.2	0.9
PDI turbidity	11	7	9	0	0	-1
ABCB6 inh 2	93	99	90	95	101	92
Glyco luc inh	1	2	3	1	-1	0
Cardio protect	-2	-2	6	0	3	-3

13: CN(C)c1cc[n+](CC(=O)N2CCCc3ccccc32)cc1
14: O=C(Nc1ccc(-c2nc3ccccc3s2)c(OC(=O)c2ccccc2)c1)c1ccccc1
15: CCCc1[nH][nH]c(=O)c1C(c1ccc(Cl)cc1)C(C#N)C#N (centres undefined)
16: Oc1cccc(C(Nc2nccs2)c2ccc3cccnc3c2O)c1 (centres undefined)
17: Cc1ccc(NC2CCCN(C(=O)CSc3ccncc3)C2)cc1C (centres undefined)
18: Cn1nnc2cc(NC(=O)NCc3ccc4c(c3)OCO4)ccc21

Assay by compound	13	14	15	16	17	18
MC4R antagonist	11	11	9	1	-1	1
MC4R barr agon	-0.4	-3.2	-2.7	-1.0	-1.2	-1.3
CaV13 ICDI inh	12	-3	-6	-2	-6	x
m5-HT2A agonist	2	5	-3	5	-3	0
Vif inh	29	3	x	-2	-3	5
aDG glyco act	-0.8	-0.1	-0.1	-0.1	0.2	-0.1
PDI turbidity	1	7	6	3	-3	8
ABCB6 inh 2	100	105	95	98	97	102
Glyco luc inh	1	0	2	-10	4	1
Cardio protect	-3	0	3	41	4	-6

19: COCC1CCN(C(=O)c2cc(COc3ccc(C)c(C)c3)on2)C1 (centres undefined)
20: COC(=O)c1cc(C)sc1NC(=O)C1C2C=CC(CC2)C1C(=O)O (centres undefined)
21: O=S(=O)(c1ccc(Br)cc1F)N1CC[C@H](O)C1
22: CCCCCCCCN1[C@@H](CC(=O)OC)c2cc(F)ccc2S1(=O)=O
23: Nc1ccc(-n2cnc3cc([N+](=O)[O-])ccc32)cc1
24: CN1C(=O)c2ccc(NC(=O)c3ccc(N4CCCCC4)c([N+](=O)[O-])c3)cc2C1=O

Assay by compound	19	20	21	22	23	24
MC4R antagonist	5	9	-6	-2	6	3
MC4R barr agon	-3.8	-1.1	-0.3	-0.4	-0.6	-0.1
CaV13 ICDI inh	-5	-2	-10	-6	-4	-6
m5-HT2A agonist	-3	6	-2	0	0	-3
Vif inh	5	7	-7	-3	-2	0
aDG glyco act	0.1	-0.1	-0.1	0.3	0.8	0.0
PDI turbidity	7	-3	0	-4	-3	-1
ABCB6 inh 2	86	100	98	94	93	92
Glyco luc inh	1	0	0	-1	-1	-1
Cardio protect	-1	1	10	-13	-5	0

25: Cc1ccc(/C=C/C(=O)Nc2nc3ccccc3[nH]2)cc1
26: COCCN(C(=O)COC(=O)CCC1CCCC1)c1c(N)n(Cc2ccccc2)c(=O)[nH]c1=O
27: Cc1ccc(Sc2ncccc2/C=N/O)cc1
28: Cc1nnc(SCC(=O)Nc2cc(C(F)(F)F)ccc2N2CCOCC2)o1
29: Cc1ccccc1-c1cnc(C(O)c2ccc(C(C)(C)C)cc2)[nH]1 (centres undefined)
30: CCOc1ccc(N(CC(=O)NCCSCc2ccc(C)cc2)S(C)(=O)=O)cc1

Assay by compound	25	26	27	28	29	30
MC4R antagonist	16	1	9	1	1	-7
MC4R barr agon	-0.8	-3.2	-2.4	0.5	3.9	-1.4
CaV13 ICDI inh	-5	-5	2	-5	-5	-3
m5-HT2A agonist	4	2	-5	-1	-5	-4
Vif inh	-11	20	-7	-2	16	-3
aDG glyco act	0.2	0.3	-0.3	0.4	-0.2	0.1
PDI turbidity	-8	-1	0	3	1	7
ABCB6 inh 2	102	96	98	91	90	104
Glyco luc inh	-5	-2	0	2	0	-3
Cardio protect	5	0	0	5	-2	2

31: CC(C)NC(=O)/C(C#N)=C/c1ccc2c(c1)OCCO2
32: CC[n+]1c(-c2ccc(C)cc2)csc1Nc1c(C)n(C)n(-c2ccccc2)c1=O
33: CCCn1c(SCC(=O)Nc2cccc(C)n2)nnc1C(C)C
34: COc1cccc(NC(=O)c2sc3nc4n(c(=O)c3c2C)CCC4)c1
35: CC1(C)C(=O)Nc2ccccc2N1C(=O)COC(=O)CNS(=O)(=O)c1ccc(Br)cc1Cl
36: O=C(NCCCn1ccnc1)c1ccc(NS(=O)(=O)c2cccc([N+](=O)[O-])c2)cc1

Assay by compound	31	32	33	34	35	36
MC4R antagonist	11	24	10	-8	11	-1
MC4R barr agon	-1.0	-3.0	0.4	1.6	-1.9	-2.2
CaV13 ICDI inh	-6	-18	-7	-7	-2	-7
m5-HT2A agonist	1	3	0	-6	2	5
Vif inh	x	0	-13	12	-3	11
aDG glyco act	0.2	0.2	-0.4	0.2	0.0	-0.2
PDI turbidity	-3	-1	3	-5	1	0
ABCB6 inh 2	93	99	95	24*	101	98
Glyco luc inh	2	-2	-1	-3	2	0
Cardio protect	-3	0	2	7	-1	2

In the list so far, these have an aryl thioether with sulfur outside any ring:
3: COc1ccc(-n2c(SCC(=O)Nc3cc(C)on3)nc3c(c2=O)SC(C)C3)cc1 (centres undefined)
17: Cc1ccc(NC2CCCN(C(=O)CSc3ccncc3)C2)cc1C (centres undefined)
27: Cc1ccc(Sc2ncccc2/C=N/O)cc1
28: Cc1nnc(SCC(=O)Nc2cc(C(F)(F)F)ccc2N2CCOCC2)o1
33: CCCn1c(SCC(=O)Nc2cccc(C)n2)nnc1C(C)C

Assay by compound	3	17	27	28	33
MC4R antagonist	4	-1	9	1	10
MC4R barr agon	1.1	-1.2	-2.4	0.5	0.4
CaV13 ICDI inh	-12	-6	2	-5	-7
m5-HT2A agonist	13	-3	-5	-1	0
Vif inh	10	-3	-7	-2	-13
aDG glyco act	-0.1	0.2	-0.3	0.4	-0.4
PDI turbidity	0	-3	0	3	3
ABCB6 inh 2	99	97	98	91	95
Glyco luc inh	2	4	0	2	-1
Cardio protect	-2	4	0	5	2

Further records follow.
37: COC(=O)Cc1nnc(NC(=O)C(C)C)s1
38: COc1ccc(NC(=O)c2cc(-c3ccccc3Cl)no2)cc1
39: O=C(NCCc1ccccc1)C(=O)NCC1OCCN1S(=O)(=O)c1cccs1 (centres undefined)
40: Clc1ccccc1C1=Nn2c(nnc2-c2ccco2)SC1
41: C=C(C)CSc1nc(N)c2c(C)c(C)sc2n1
42: CCC1CCCCN1C(=O)c1ccc2nc(Cc3ccc(OC)cc3)oc2c1 (centres undefined)
43: CCOc1cc(N2CCOCC2)c(OCC)cc1NC(=O)CN1C(=O)NC(Cc2ccccc2)C1=O (centres undefined)
44: Cc1cccc(NS(=O)(=O)c2nnc(NC(=O)c3ccc(Cl)cc3)s2)c1
45: Cc1cccc(NC(=O)CNC(=O)CCc2nc3sc4c(c3c(=O)[nH]2)CCCC4)c1C

Assay by compound	37	38	39	40	41	42	43	44	45
MC4R antagonist	2	3	-1	6	2	6	4	12	2
MC4R barr agon	-1.5	4.5	-3.0	-1.2	2.7	-3.2	-1.0	-0.1	-3.4
CaV13 ICDI inh	-4	-6	-6	-19	x	-3	x	-7	-6
m5-HT2A agonist	1	-1	-3	-8	2	5	-2	10	1
Vif inh	18	2	0	4	-2	-5	x	-3	-14
aDG glyco act	0.2	0.0	0.1	0.2	-0.2	0.3	0.0	-0.2	-0.1
PDI turbidity	9	10	0	1	0	-1	2	-11	-4
ABCB6 inh 2	91	96	101	102	99	94	121	101	98
Glyco luc inh	4	-1	-2	2	1	1	2	-1	4
Cardio protect	13	1	-2	4	-1	-5	10	4	6
